TDP2 absorb = TDP2 (human) inhibition, absorbance primary screen; recombinant TDP2, T5PNP hydrolysis, p-nitrophenol absorbance 415 nm; 370,000 tested, 0.34% active; AID 720702; O95551; inhibition, % at 12.8 µM;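 active = inhibition above the mean of all tested compounds plus 3 SD, set per campaign, cut at about 25% in these data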;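 also: 0% = DMSO with enzyme and 100% = buffer with substrate but no TDP2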
Target sequence (O95551 whole entry, looked up): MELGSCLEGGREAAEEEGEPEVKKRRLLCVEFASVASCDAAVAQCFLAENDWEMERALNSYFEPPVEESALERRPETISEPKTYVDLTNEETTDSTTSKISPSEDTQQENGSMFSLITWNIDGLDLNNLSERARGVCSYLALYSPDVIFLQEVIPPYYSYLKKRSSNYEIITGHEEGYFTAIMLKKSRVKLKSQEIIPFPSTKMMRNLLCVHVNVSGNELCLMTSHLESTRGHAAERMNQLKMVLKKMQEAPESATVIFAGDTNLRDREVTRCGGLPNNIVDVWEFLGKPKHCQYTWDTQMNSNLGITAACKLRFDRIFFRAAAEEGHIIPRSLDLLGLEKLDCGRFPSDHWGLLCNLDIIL
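test system = human TDP2 enzyme | input = TDP2 enzyme at 120 nM final | medium = 50 mM Tris-HCl pH 7.5 with Mg2+, KCl, DTT, BSA | also added = T5PNP substrate, 5 mM | times = 2 h at 37 °C | technique = epi absorbance | benchmarks = high control without enzyme, low control DMSO plus TDP2 | replication = each compound tested once, singlicate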
UHRF1 binding = human UHRF1 methylated DNA binding inhibitors; Q96T88; UHRF1 binding to methylated oligo, TR-FRET; inhibition, % at 4.4 µM; 370,000 tested, 0.75% active; in the data active = inhibition above about 21%;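 also: UHRF1 SRA domain binding a hemimethylated CpG hairpin DNA probe; 0% = median of test compound wells and 100% = reference inhibitor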
LEDGF integ inh = blocks HIV-1 LEDGF/p75-dependent DNA integration; inhibition, % at 3.7 µM; 370,000 tested, 0.64% active; TR-FRET IN-LEDGF/p75 DNA integration, Eu/Cy5; AID 743269;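 active = inhibition above the screen-wide mean plus 3 SD, cut at about 13% in these data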;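 also: signal is the Cy5 over europium emission ratio at 671 and 618 nm; 0% = plate median of compound wells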
TCR-CD3 inh = blocks the human TCR-CD3 interaction | inhibition, % at 9.4 µM | AID 651800 | 360,000 tested, 0.37% active | TAMRA-labeled TCR probe fluorescence, biochemical; in the data active = inhibition above about 19%;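 also: recombinant mutant TCR 2C K166C tagged with TAMRA read by polarization; 0% = receptor in buffer alone and 100% = receptor with positive control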
SIAE primary = blocks human sialic acid acetylesterase. Q9HAT2. SIAE FP-Rh probe binding, fluorescence polarization. inhibition, % at 9.66 µM. 370,000 tested, 0.69% active. AID 1053197;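 active = inhibition above a cutoff: mean of compounds within the control limits plus 3 SD of those, cut at about 17% in these data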;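 also: 0% = plate median of compound wells and 100% = probe without SIAE protein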
MBD2 DNA inh = blocks human MBD2 binding to methylated DNA; inhibition, % at 4.4 µM; AID 686964; TR-FRET, MBD2 binding to methylated oligonucleotide; Q9UBB5; 370,000 tested, 0.31% active; in the data active = inhibition above about 13%
Target sequence (Q9UBB5 whole entry, looked up): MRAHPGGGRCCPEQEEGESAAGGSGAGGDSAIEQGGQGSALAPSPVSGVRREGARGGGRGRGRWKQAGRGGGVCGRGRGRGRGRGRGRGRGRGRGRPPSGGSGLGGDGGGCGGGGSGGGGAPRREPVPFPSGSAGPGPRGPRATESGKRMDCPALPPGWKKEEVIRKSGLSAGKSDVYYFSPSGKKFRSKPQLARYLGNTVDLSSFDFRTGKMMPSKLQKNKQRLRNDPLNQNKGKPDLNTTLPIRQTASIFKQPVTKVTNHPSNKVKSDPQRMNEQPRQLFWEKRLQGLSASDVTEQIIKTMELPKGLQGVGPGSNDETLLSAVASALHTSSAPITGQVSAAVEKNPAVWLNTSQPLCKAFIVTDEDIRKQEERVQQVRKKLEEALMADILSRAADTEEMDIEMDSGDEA
PRMT1 inh = inhibitors of human PRMT1; 370,000 tested, 1.3% active; recombinant PRMT1, activity-based probe fluorescence polarization; Q99873; inhibition, % at 2.79 µM; AID 652257;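 active = inhibition above about 21% made by adding two undisclosed values, limit read from the data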
proKLK7 act = activators of human kallikrein-7 zymogen | purified proKLK7, EDANS-DABCYL substrate fluorescence; 100% is mature enzyme control, 0% vehicle | activation, % at 7 µM | AID 652039 | P49862 | 370,000 tested, 0.9% active;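 active = activation above the mean of all tested compounds plus 3 SD, computed per campaign excluding outliers beyond control limits, cut at about 13% in these data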
Target sequence (P49862 whole entry, looked up): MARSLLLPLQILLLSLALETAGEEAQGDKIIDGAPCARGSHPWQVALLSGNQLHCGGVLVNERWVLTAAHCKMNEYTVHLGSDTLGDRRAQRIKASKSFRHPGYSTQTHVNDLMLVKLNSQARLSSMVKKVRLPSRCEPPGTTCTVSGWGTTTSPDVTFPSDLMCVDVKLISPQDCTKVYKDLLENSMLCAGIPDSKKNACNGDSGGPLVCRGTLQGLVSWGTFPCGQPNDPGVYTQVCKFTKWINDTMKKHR
DDE Tn7 FP inh = DD(E)-Tn7 binding inhibition, primary FP screen; 370,000 tested, 0.13% active; FP displacement of FITC-Tn7 peptide from fibrin DD(E); 0% = median of compound wells per plate; inhibition, % at 8.3 µM; AID 720508;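 active = inhibition above the mean of compounds falling within the control limits plus 3 SD of them, cut at about 14% in these data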;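 also: 0% = plate median of compound wells and 100% = 10 µM Aha-Tn7 peptide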
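Measure: % inhibition scaled between sample-field median and high-control FP; Test system: human fibrin DD(E); Quantity: 2 µM final DD(E) protein; Doses: one dose, 8.3 µM nominal; Schedule: compound with protein 10 min, then 3 h after probe, room temperature; Detection: fluorescence polarization; Medium: Tris buffer with calcium and detergent, pH 7.8.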
DDE Tn6 FP inh = disrupts Tn6 cyclic peptide binding to fibrin D-Dimer-E complex; 370,000 tested, 0.21% active; Fibrin DD(E) TRITC-Tn6 fluorescence polarization displacement; inhibition, % at 8.3 µM;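 active = inhibition above a per-campaign cutoff: mean of compounds within control limits plus 3 SD, cut at about 15% in these data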;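 also: 0% = median of all compound wells on the plate and 100% = blocking peptide control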
* hit, by the source's call; . = not tested or not shown.

SMILES	TDP2 absorb	UHRF1 binding	LEDGF integ inh	TCR-CD3 inh	SIAE primary	MBD2 DNA inh	PRMT1 inh	proKLK7 act	DDE Tn7 FP inh	DDE Tn6 FP inh
COc1cc(C2NC(=O)NC(c3ccccc3)=C2C(C)=O)ccc1OCC#N (centres undefined)	-3.0	-1.1	0.5	-3.6	-1.4	3.9	-1.3	-0.7	-8.3	-0.7
CCCNC(=O)N(C)C[C@@H]1Oc2ncc(Br)cc2C(=O)N([C@H](C)CO)C[C@@H]1C	-7.8	-1.4	-0.4	-0.1	4.6	-3.4	-1.9	0.4	3.5	4.4
O=S(=O)(Nc1cccnc1)c1ccc(F)cc1	-8.0	-2.1	-7.3	-4.4	-2.3	2.9	3.3	-0.8	-0.4	-6.7
O=Cc1ccc(F)c([B-](F)(F)F)c1	-9.7	-3.9	-0.3	5.8	-1.5	-7.0	0.0	0.2	3.8	-0.9
O=C(NCc1ccc(Cl)cc1)c1ccc(Cn2cc(C(F)(F)F)ccc2=O)cc1	-0.1	-7.2	-1.4	9.1	-1.8	0.4	71.7*	1.6	48.7*	-2.8
NC(CO)c1csc(Nc2ccc(C(=O)c3ccccc3)cc2)n1 (centres undefined)	9.6	-0.2	-0.4	3.3	-3.1	-0.3	-0.8	0.5	1.3	-5.5
COc1ccccc1CCn1cnc(-c2cccc(Br)c2)c1C(C)C	-1.5	5.0	4.7	-0.6	-3.0	11.2	7.0	0.4	1.4	-5.2
C[C@H]1CN([C@@H](C)CO)C(=O)c2cc(C#Cc3ccccn3)cnc2O[C@@H]1CN(C)Cc1ccccc1	2.7	0.1	-0.1	4.5	2.7	-3.5	-2.4	0.1	-0.6	6.2
O=C(COC(=O)c1ccc(OC(F)(F)F)cc1)NCCN1C(=O)CSC1=O	-8.9	-3.8	0.2	0.7	2.2	1.8	-3.1	-0.6	5.6	0.1
CN(C)S(=O)(=O)c1ccc(NC(=O)CNc2cc(S(=O)(=O)N3CCCC3)ccc2OCC(F)(F)F)cc1	-7.0	1.5	1.7	5.0	-3.4	3.0	-1.3	-1.3	0.1	8.2
Cc1cccc(NC(=S)NNC(=O)c2ccc3c(c2)OCO3)c1	5.3	-4.5	-0.6	-1.0	15.7	-3.7	-4.2	-0.1	5.7	-1.9
CCOc1ccccc1OCCC(=O)Nc1ccc2c(c1)OCO2	-2.2	3.5	-1.1	-4.3	0.2	2.1	1.1	-0.1	-3.0	4.6
Cc1ccc(-c2csc(SCC(=O)Nc3cc(C)on3)n2)cc1	-6.6	1.2	1.8	5.1	1.0	0.1	-0.3	-0.1	-4.3	-1.0
O=C(Nc1ccc(OCc2ccccc2)cc1)Nc1cccnc1	-13.7	1.3	-0.1	6.3	3.2	-4.7	-1.5	0.2	0.7	-2.6
COc1ccc(N2CC(C(=O)NCCN3C(=O)S/C(=C\c4cccnc4)C3=O)CC2=O)c(OC)c1 (centres undefined)	19.8	-3.4	-1.1	2.9	13.5	-5.1	-0.2	0.1	0.8	2.4
COc1ccc(N2CC(C)Cn3c2nc2c3c(=O)n(Cc3ccccc3)c(=O)n2C)c(OC)c1 (centres undefined)	-7.0	0.2	-2.1	7.3	6.2	0.7	-2.2	-0.1	3.5	3.4
COc1ccccc1C(=O)NC(=S)Nc1ccc(N2CCOCC2)c(Cl)c1	-2.6	0.2	0.6	-0.8	3.3	-1.5	-1.5	-0.2	-1.8	7.6
CC12C(=O)N(c3ccccn3)C(=O)C1C1C=CC2C1 (centres undefined)	7.1	0.5	1.8	2.8	0.1	-1.0	-4.5	0.4	-3.6	0.5
CCOC(=O)C1=C(COC(=O)CNC(=O)c2ccc(C)cc2)NC(=O)NC1C (centres undefined)	8.0	-1.0	1.2	11.7	2.8	2.0	-1.8	-0.1	0.7	-4.6
O=C(O)CCc1ccc(-c2cccs2)n1NC(=O)c1ccco1	7.8	-1.5	-0.6	10.7	6.8	0.2	1.8	-0.1	-1.0	-3.9
COc1cccc(C(C(=O)NC2CCCCC2)N(C(=O)c2ccco2)c2ccc(-n3cnnn3)c(C)c2)c1 (centres undefined)	-7.0	-4.2	-0.1	-2.5	0.1	-5.4	-0.8	0.3	1.8	9.9
CC1(C)CC(=O)C=C(NCCO)C1	-2.5	0.1	2.2	-1.4	3.2	4.3	0.2	-0.2	-5.1	4.5
COc1ccccc1/C=C(/NC(=O)c1ccccc1)C(=O)NCCCn1ccnc1	11.7	0.9	1.9	3.6	-2.0	-1.9	-0.1	0.2	5.1	1.5
C[C@H]1CN([C@@H](C)CO)C(=O)c2cccc(NC(=O)Nc3ccc(C(F)(F)F)cc3)c2O[C@@H]1CN(C)S(=O)(=O)c1ccc(Cl)cc1	-8.1	2.4	1.7	-0.9	-93.1	-1.2	-0.7	0.8	-6.5	-13.6
CCn1c(=O)c2sccc2n(Cc2ccc(C)cc2)c1=O	-5.7	-0.6	-0.3	-1.4	0.4	3.7	-2.3	0.1	2.0	-2.6
CCCN1C(=O)C(O)(C/C(C)=N/O)c2ccccc21 (centres undefined)	5.5	-2.0	2.0	1.0	1.2	2.9	-2.2	0.3	5.3	-7.8
c1ccc2c(C(c3nnnn3-c3ccc4c(c3)OCCO4)N3CCOCC3)ccnc2c1 (centres undefined)	4.0	22.4*	1.2	4.0	-5.4	5.9	0.0	-0.7	-1.8	11.2
C=C1c2cc(CC)ccc2NC(=O)N1c1ccc(C)cc1	-0.6	1.6	-3.5	-2.0	-0.1	3.6	2.6	-0.6	-1.1	0.4
COc1ccc(Cc2nnc(NC(=O)CSc3ccc(C)cc3)s2)cc1OC	-5.2	0.2	-2.3	-2.8	2.4	0.7	0.3	1.2	-2.5	-5.9
O=[N+]([O-])c1nccn1CCCCCCN1CCOCC1	0.6	-0.9	3.4	0.2	1.3	-2.2	1.7	0.5	-6.7	-3.5
CC(=O)OCN(C#N)c1nc(N(C)C)nc(N(C)C)n1	-8.0	0.8	-1.8	7.7	4.3	0.8	-1.9	0.9	-2.3	-4.7
Cn1c2ccsc2c2ncn(Cc3ccccc3F)c(=O)c21	-7.2	-4.4	-1.6	0.4	-7.4	0.8	-1.7	65.4*	-8.0	9.2
CON(C)c1nc(OCC#N)nc(N(C)C)n1	-7.1	5.3	2.9	-5.0	0.5	1.4	-2.3	0.3	-3.8	-11.0
O=[N+]([O-])c1cnccc1Nc1ccccc1	0.3	-2.6	-2.2	1.6	1.9	-6.6	-1.3	-0.4	0.2	5.7
Cc1cc(C)nc(N2CCCC(C(=O)NCc3ccccc3F)C2)n1 (centres undefined)	4.9	-1.2	-3.7	7.2	-4.8	-1.9	-1.8	-0.2	5.4	0.7
COC(=O)c1sccc1NC(=O)Nc1cc(C)ccc1OC	4.6	-5.2	0.7	0.0	3.2	1.6	-1.4	-0.5	2.3	0.3
CC(C)C[C@H]1CNC(=S)N1CC1CCN(CCC2CCCC2)CC1	2.7	3.9	3.5	-4.9	8.2	1.4	-3.8	-0.1	-4.3	-6.9
CC(O)CNc1cc(N)c([N+](=O)[O-])cc1[N+](=O)[O-] (centres undefined)	2.3	-13.0	0.7	2.1	-0.8	-7.5	-2.5	0.1	-7.0	-0.8
COc1ccccc1NS(=O)(=O)c1cc(C(=O)NCc2cccnc2)ccc1C	-2.9	0.7	1.9	6.5	-6.0	2.0	-1.5	-0.1	-0.3	3.9
O=C(Nc1ccccc1)c1[nH]ncc1[N+](=O)[O-]	-1.9	-1.0	-1.3	-0.9	4.5	3.2	-0.3	-0.2	0.3	4.6
Cc1cc(C)c(NC(=O)CSc2nnc(Cc3cccn3C)n2-c2ccc(F)cc2)c(C)c1	-18.7	-0.4	1.1	0.7	0.0	-1.4	0.8	-0.2	-7.7	-2.8
CCNC(=O)CC1SC(=Nc2cccc3ccccc23)N(C)C1=O (centres undefined)	11.3	2.1	-2.2	-4.3	-6.7	0.3	2.1	-1.3	2.3	-12.8
Cc1ccc(S(=O)(=O)N(C)C)cc1NC(=O)COC(=O)C1CC1	3.0	3.9	-5.3	-3.5	-3.3	-2.7	1.9	0.2	1.7	-6.9
CCCn1nnc(NC(=O)c2ccc(Br)o2)n1	0.4	-0.3	-0.9	8.7	-3.9	2.9	-2.6	-0.7	-4.5	7.8
O=C1NC(=S)N/C1=C\c1ccc(N2CCOCC2)cc1	-8.7	-16.8	-2.3	3.0	-7.4	-8.4	-2.0	1.6	-1.3	-5.6

Structures from the list above that contain a nitro group on carbon (4):
SMILES	TDP2 absorb	UHRF1 binding	LEDGF integ inh	TCR-CD3 inh	SIAE primary	MBD2 DNA inh	PRMT1 inh	proKLK7 act	DDE Tn7 FP inh	DDE Tn6 FP inh
O=[N+]([O-])c1nccn1CCCCCCN1CCOCC1	0.6	-0.9	3.4	0.2	1.3	-2.2	1.7	0.5	-6.7	-3.5
O=[N+]([O-])c1cnccc1Nc1ccccc1	0.3	-2.6	-2.2	1.6	1.9	-6.6	-1.3	-0.4	0.2	5.7
CC(O)CNc1cc(N)c([N+](=O)[O-])cc1[N+](=O)[O-] (centres undefined)	2.3	-13.0	0.7	2.1	-0.8	-7.5	-2.5	0.1	-7.0	-0.8
O=C(Nc1ccccc1)c1[nH]ncc1[N+](=O)[O-]	-1.9	-1.0	-1.3	-0.9	4.5	3.2	-0.3	-0.2	0.3	4.6

Carrying on:
SMILES	TDP2 absorb	UHRF1 binding	LEDGF integ inh	TCR-CD3 inh	SIAE primary	MBD2 DNA inh	PRMT1 inh	proKLK7 act	DDE Tn7 FP inh	DDE Tn6 FP inh
S=c1[nH]nc(-c2n[nH]c3c2CCC3)n1N=Cc1ccc(OCc2ccccc2)cc1	-1.3	2.7	-3.2	.	2.9	5.9	8.8	-0.2	-1.4	4.8
Cc1ccccc1NC(=O)CSc1nc2ncc(Cl)cc2[nH]1	-8.8	-0.6	0.6	1.0	2.1	-6.1	0.2	0.2	0.1	-5.7
Cc1cc(NC(=O)c2ccc(-c3ccccc3F)o2)no1	4.6	-2.3	-1.0	-2.2	-3.4	1.6	-0.4	0.3	-5.8	0.1
COc1cc(/C=N/N2CCN(Cc3ccc(C)cc3)CC2)cc(OC)c1O	16.2	2.6	-0.2	-4.7	13.9	-6.3	-1.6	0.0	-1.4	-4.2
Cc1cc(C(=O)COC(=O)c2ccc(CO)cc2)c(C)n1CC1COc2ccccc2O1 (centres undefined)	-3.1	3.3	-1.5	-6.1	-7.7	-2.6	2.5	-0.6	-0.3	-6.1
C=CCc1cc(Cl)ccc1OCCOCCN(C)C	6.2	1.5	1.1	-1.6	9.7	-2.0	-5.4	-0.8	-0.8	0.2
Cc1cccc(C(=O)Nc2oc(-c3ccccc3)cc2C#N)c1	6.6	-2.0	-3.9	4.5	5.4	0.7	-1.5	9.9	1.0	-2.1

Screens: PubChem, The Scripps Research Institute Molecular Screening Center

Rows are unselected; 4.6% or so of the library scored in one or more.
